EBV gp42 block – Epstein-Barr virus gp42 inhibitors, primary screen, biochemical, uHTS, fluorescence polarization; inhibition, % (tested at 21.74 µM); actives 0.42% (n = 220,000); Fluorescence polarization binding assay, mP read-out; AID 1085, 2008; in the data active means inhibition above about 50%
Target sequence (Q1HVG2 whole entry, looked up): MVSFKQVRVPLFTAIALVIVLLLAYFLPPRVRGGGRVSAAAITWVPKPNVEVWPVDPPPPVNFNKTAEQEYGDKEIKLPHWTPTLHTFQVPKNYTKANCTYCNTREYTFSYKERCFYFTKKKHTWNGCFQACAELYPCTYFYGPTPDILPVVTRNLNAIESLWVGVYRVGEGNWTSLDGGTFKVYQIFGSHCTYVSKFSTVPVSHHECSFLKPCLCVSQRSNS
Hck-Nef inh – inhibitors of Nef-activated human Hck kinase, primary screen, biochemical, Z-Lyte FRET, 384-well, Hck-YEEI; Tyrosine-protein kinase HCK (Homo sapiens), P08631; Recombinant Hck-YEEI plus Nef, Z-Lyte FRET kinase assay; inhibition, % at 20 µM; actives 0.68% (n = 220,000); AID 463187, 2010;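 active means Hck-Nef kinase inhibition above about 50%, limit read from the data; inactive means inhibition below that limit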;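 further: 0% = DMSO with Hck plus Nef and 100% = Hck alone without Nef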
14-3-3 Bad PPI – inhibitors of 14-3-3 zeta/Bad binding, primary screen, biochemical, TR-FRET, bovine 14-3-3 zeta; AID 781, 2007; TR-FRET 14-3-3zeta/Dy647-pBad peptide displacement, 1 h; actives 0.71% (n = 220,000); inhibition, % at 21.7 µM; 14-3-3 protein zeta/delta (Bos taurus), P63103;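 active means inhibition above about 70%, limit read from the data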;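 further: 0% = full 14-3-3 plus peptide FRET controls and 100% = background without 14-3-3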
Runt-SMMHC FRET – inhibitors of RUNX1 Runt–CBFb-SMMHC binding, primary screen, biochemical, FRET, Cerulean-Runt, Venus-CBFb-SMMHC, uHTS; Runt-related transcription factor 1 (Homo sapiens) + Core-binding factor subunit beta …; inhibition, % at 20 µM; actives 0.74% (n = 220,000); AID 1434, 2008; Cerulean-Runt/Venus-CBFb-SMMHC FRET ratio 530/480, 1 h;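 active means mean inhibition across duplicate retests at 20 µM reaching about 50%, limit read from the data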;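 further: 0% = DMSO wells and 100% = wells with excess untagged CBFb-SMMHC; inhibitors lower the FRET ratio by blocking Runt binding to CBFb-SMMHC; some results filed as inactive read as strong as hits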
L929 necroptosis – inhibitors of zVAD-triggered necroptosis, primary screen, L929 cells. L929 zVAD necroptosis rescue, ATP luminescence, 24 h; with zVAD 60 µM. viability rescue, % at 10 µM. actives 0.38% (n = 220,000);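 active means activation, scaled between plate controls, above about 75%, limit read from the data; inactive means activation under that limit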;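 further: 0% = zVAD with DMSO and 100% = DMSO alone without zVAD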
Mdm2 ligase inh – MDM2-luciferase reporter signal enhancers, primary screen, MDM2 E3 ligase inhibitor project, cell-based, luminescence, 1536-well; AID 1230, 2008; cell-based MDM2 ubiquitination luciferase reporter, 2 h; 0 = plate control, 100 = twice control, blank-subtracted; E3 ubiquitin-protein ligase Mdm2 (Homo sapiens), Q00987; actives 0.11% (n = 210,000); signal enhancement, % at 5 µM;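 active means signal enhancement of 30% or more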;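 further: luminescence tracks abundance of the self-degrading MDM2-luciferase fusion protein; higher signal means inhibition of MDM2 E3 ligase activity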
Target sequence (Q00987 whole entry, looked up, the tested form may be a part): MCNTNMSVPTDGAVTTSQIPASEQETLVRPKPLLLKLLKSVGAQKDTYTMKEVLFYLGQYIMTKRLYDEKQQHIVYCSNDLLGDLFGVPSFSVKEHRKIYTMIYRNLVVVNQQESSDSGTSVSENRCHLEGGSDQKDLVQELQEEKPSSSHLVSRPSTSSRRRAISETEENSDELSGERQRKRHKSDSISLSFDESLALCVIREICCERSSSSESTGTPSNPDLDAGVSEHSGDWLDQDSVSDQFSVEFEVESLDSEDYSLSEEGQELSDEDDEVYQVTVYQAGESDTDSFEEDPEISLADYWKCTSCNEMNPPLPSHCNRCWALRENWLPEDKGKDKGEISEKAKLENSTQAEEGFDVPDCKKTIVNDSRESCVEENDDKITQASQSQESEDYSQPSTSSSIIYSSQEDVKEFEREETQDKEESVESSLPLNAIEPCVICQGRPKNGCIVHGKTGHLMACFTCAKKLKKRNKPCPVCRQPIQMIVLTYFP
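Assay system: mammalian cells stably expressing self-ubiquitinating, self-degrading MDM2 E3–luciferase fusion. Quantity: 2000 cells in each well. Medium: DMEM culture medium. Compound dosing: single-point 5 µM. Timing: cell settling 4 h, compound treatment 2 h, both 37 °C. Technique: luciferase luminescence. Read-out basis: percent signal gain over controls, blank-subtracted. Benchmarks: plate controls and plate blanks.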
Runt-CBFb FRET – inhibitors of RUNX1 Runt–CBFb binding, primary screen, biochemical, FRET, Cerulean-Runt, Venus-CBFb, uHTS | AID 1496, 2009 | inhibition, % at 20 µM | actives 0.46% (n = 220,000) | Cerulean-Runt/Venus-CBFb FRET ratio 530/480, 1 h;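 active means inhibition over about 50% at 20 µM in the single-dose screen, limit read from the data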;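 further: 0% = DMSO wells and 100% = excess unlabeled CBFb competitor control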
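Assay system: Cerulean-Runt domain / Medium: Tris 50 mM pH 7.5, KCl, K2SO4, 0.01% BSA / Timing: protein complex preformed 1 h, compound exposure 1 h, room temperature, dark / Measured by: FRET, excitation 422 nm, emission at 530 and 480 nm / Evaluation: loss of energy transfer signal / Control set: 5 µM unlabeled CBFb as full-inhibition high control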
Tb hexokinase – Trypanosoma brucei hexokinase 1 inhibitors, primary screen, biochemical, G6PDH-coupled NADH absorbance, MLSCN library. hexokinase 1 [Trypanosoma brucei]. recombinant TbHK1, G6PDH-coupled NADH A340. inhibition, % at 10 µM. actives 0.11% (n = 220,000). AID 1430, 2008;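 active means inhibition of 50% or more in the single-dose primary screen; inactive means inhibition below 50%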
NCF1 inh – p47phox/p22phox peptide binding inhibitors, primary screen, biochemical, uHTS, NADPH oxidase regulatory subunit | AID 1274, 2008 | inhibition, % at 24.7 µM | fluorescence polarization, 2 h | actives 0.53% (n = 220,000) | Neutrophil cytosol factor 1 (Homo sapiens), P14598;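 active means inhibition above about 30%, limit read from the data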;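 further: 0% = p47phox with labelled peptide and 100% = labelled peptide alone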
Target sequence (P14598 whole entry, looked up): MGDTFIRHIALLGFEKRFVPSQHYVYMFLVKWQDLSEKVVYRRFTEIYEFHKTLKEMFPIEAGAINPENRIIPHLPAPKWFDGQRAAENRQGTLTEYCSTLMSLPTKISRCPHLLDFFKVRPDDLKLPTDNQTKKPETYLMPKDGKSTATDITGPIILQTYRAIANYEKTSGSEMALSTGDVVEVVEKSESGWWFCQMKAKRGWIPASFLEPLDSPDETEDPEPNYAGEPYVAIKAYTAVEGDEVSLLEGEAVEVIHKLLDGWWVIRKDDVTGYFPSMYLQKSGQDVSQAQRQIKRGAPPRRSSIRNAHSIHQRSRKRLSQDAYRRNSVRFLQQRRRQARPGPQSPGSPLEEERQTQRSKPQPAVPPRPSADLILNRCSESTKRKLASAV
Starred values were filed as active, the others as inactive; . = no result given; [ ] = dose if it differs, or a comment.

SMILES	EBV gp42 block	Hck-Nef inh	14-3-3 Bad PPI	Runt-SMMHC FRET	L929 necroptosis	Mdm2 ligase inh	Runt-CBFb FRET	Tb hexokinase	NCF1 inh
COc1ccc(C2C(C#N)=C(N)OC3=C2C(=O)CCC3)cc1Cn1nc(C)c([N+](=O)[O-])c1C (centres undefined)	12	0	-6	-2	-0.4	-11	0	1	6
COc1cc(/C(C)=N\NC(N)=S)cc(OC)c1OC	-19	6	5	-2	4.2	9	-1	-1	-11
COc1ccccc1CNc1cc(C)ccc1C	-3	0	-29	2	1.1	-8	-1	-5	-1
O=C(CN1CCN(c2ccccn2)CC1)Nc1ccc(Oc2ccccc2)cc1	-3	-1	-1[fluorescence artefact?]	0	0.0	7	-5	2	-5
COCCNC(=O)c1cccc(NS(=O)(=O)c2cccc3cccnc23)c1	-14	6	6	5	0.8	-1	0	4	-15
CC(=O)/C(N=Nc1ccc(-n2ccc(C(F)(F)F)n2)cc1)=C(\C)O	-8	11	0	0	0.6	1	-4	-16	0
CCc1nnc(NC(=O)CSc2nc3ccc(OC)cc3[nH]2)s1	-14	19	-6	2	41	4	0	2	1
CC(=O)c1cccc(NC(=S)NC(=O)c2ccc(Br)cc2)c1	-13	4	-4[fluorescence artefact?]	-3	0.5	-10	-4	41	-3
Nc1cccc2c1C(=O)N(CC(=O)NC13CC4CC(CC(C4)C1)C3)C2=O	64*	14	-15	93*	1.5	-11	20	-4	-1
O=C(O)CSc1c(-c2ccccc2)c2cc(Cl)ccc2[nH]c1=O	-1	1	-1[fluorescence artefact?]	-5	0.4	-13	-1	-14	2
CCCCn1c(N)c(NCC(C)C)c(=O)[nH]c1=O	35	2	-11	6	0.3	-14	3	-3	-1
N#Cc1c(N2CCN(C(=O)c3ccccc3Cl)CC2)nc(-c2ccccc2)c2c1CCCC2	-36	0	-7[fluorescence artefact?]	0	0.3	-14	-3	-10	-12

Given with values under each structure: three of the compounds above.
Second line of a record – EBV gp42 block	Hck-Nef inh	14-3-3 Bad PPI	Runt-SMMHC FRET	L929 necroptosis	Mdm2 ligase inh	Runt-CBFb FRET	Tb hexokinase	NCF1 inh
CC(=O)c1cccc(NC(=S)NC(=O)c2ccc(Br)cc2)c1
 : -13	4	-4[fluorescence artefact?]	-3	0.5	-10	-4	41	-3
Nc1cccc2c1C(=O)N(CC(=O)NC13CC4CC(CC(C4)C1)C3)C2=O
 : 64*	14	-15	93*	1.5	-11	20	-4	-1
O=C(O)CSc1c(-c2ccccc2)c2cc(Cl)ccc2[nH]c1=O
 : -1	1	-1[fluorescence artefact?]	-5	0.4	-13	-1	-14	2

(listing goes on)
SMILES	EBV gp42 block	Hck-Nef inh	14-3-3 Bad PPI	Runt-SMMHC FRET	L929 necroptosis	Mdm2 ligase inh	Runt-CBFb FRET	Tb hexokinase	NCF1 inh
OC(c1ccc(OCc2ccccc2)cc1)c1nnc(-c2ccccc2)o1 (centres undefined)	14	2	-10	-1	-0.1	-1	-2	4	-12
O=C(Nc1cccc([N+](=O)[O-])c1)C12CC3CC(C1)CC(n1cnc([N+](=O)[O-])n1)(C3)C2	2	0	-3	-6	-0.1	-4	-1	0	3
c1csc(C2C3=C(Nc4ncnn42)c2ccccc2OC3)c1 (centres undefined)	-18	4	-5	13	-0.1	-6	4	-11	-16
Cc1nc2ccc(NC(=O)COc3cccc(F)c3)cc2s1	-4	4	-3	-2	4.0	-8	1	-3	-19
COc1ccccc1CNC(=O)C(=O)NCC(c1ccco1)N1CCOCC1 (centres undefined)	0	16	-7	2	1.0	-4	0	-5	1
CC1CCN(CC(=O)Nc2ccccc2-c2ccccc2)CC1	-31	-1	2[fluorescence artefact?]	-2	-0.4	9	-2	7	-1
O=S1(=O)CCC(SCc2nc3sccn3c2Br)C1 (centres undefined)	-22	4	-10	-3	0.1	-5	-2	2	-4
CCOC(=O)c1oc2ccc(S(=O)(=O)N3CCC(C)CC3)cc2c1C	-21	1	4	-1	0.0	-18	-2	1	-9
C[n+]1ccccc1COc1ccc(C(C)(C)C)cc1	-10	-1	1[fluorescence artefact?]	7	-0.1	-1	-1	2	6
O=[N+]([O-])c1ccc2[nH]c(O)c(N=NC3CS(=O)(=O)CC3O)c2c1 (centres undefined)	2	7	-1	-3	0.2	0	-2	-68	-12
C=CCOC(=O)/C=C/C(=O)NC(N)=O	-8	-6	12	4	-0.1	-6	8	-8	3
CCN(CC)S(=O)(=O)c1ccc(NC2=NS(=O)(=O)c3ccccc32)cc1	-12	-2	-7	0	-0.1	-13	-2	-9	-14
CCN(CC)C(=O)c1sc2c(c1C)c(=O)n(-c1ccc(OC)cc1OC)c(=O)n2CC(=O)c1ccccc1	-3	22	12	-3	-1.6	-12	-2	3	3
CCC(=O)Nc1nc(-c2cc([N+](=O)[O-])cs2)cs1	1	7	2	-5	-1.0	-16	-2	9	-8
CC1(C)C2CC=C(/C=N/NC(=O)c3ccc(Cl)cc3)C1C2 (centres undefined)	-4	2	-13	1	-0.2	2	0	3	-10
CCCN1C2CCCC1CC(NC(=O)c1ccccc1F)C2 (centres undefined)	-23	1	-6	6	0.0	-3	1	4	-4
CCOC(=O)c1ccc2nc(CCC(=O)N[C@H](C(=O)OC)C(C)C)c(=O)n(CC)c2c1	-5	20	-19	-7	8.0	-7	-4	-9	-43
CC(=O)Nc1ccc(C(=O)OCC(=O)NCc2ccccc2)cc1	-11	0	-9	-1	46	0	1	0	-1
CCOc1ccc(NC(=O)N[C@@H](CCSC)C(=O)OC)cc1	-2	-1	0	-3	0.4	0	3	7	-8
Cc1ccccc1CNC(=O)Cc1ccccc1[N+](=O)[O-]	1	-1	-1	4	.	-5	3	-2	-1
O=C(CSc1ncc(-c2ccccc2)[nH]1)Nc1ccccc1	-11	4	7[fluorescence artefact?]	0	0.8	-12	-1	4	33*
O=C(CN1C(=O)c2cccc3cccc(c23)C1=O)N1CCCCC1	-15	0	16[fluorescence artefact?]	2	1.3	-8	0	13	-7
CCOC(=O)c1c(NC(=O)CN2CCOCC2)sc(C(=O)NC)c1C	-6	4	12	-3	-0.5	-15	0	-6	-7
O=S(=O)(Nc1nc2ccccc2nc1N1CCN(c2ccccn2)CC1)c1ccc(Cl)cc1	64*	11	33[fluorescence artefact?]	104*	-0.3	-10	34	-14	-6
O=C(NCC1CCCO1)c1cc2c(s1)CCC2 (centres undefined)	-6	20	-5	0	1.1	-12	1	-7	10
COc1ccc(NC(=O)CSc2nnc(C(C)C)n2N)cc1	-26	10	3	-3	-0.1	-12	4	3	9
Cc1cc(S(=O)(=O)NCc2ccc(S(N)(=O)=O)cc2)c(C)s1	1	-1	10	0	-0.4	-16	0	-1	-10
CCN(CC)CCNc1nc(-n2nc(C)cc2C)nc2sc3c(c12)CC(C)(C)OC3	-10	-6	2	1	1.0	-14	0	0	-2
COc1ccc2c(C#N)c3ccccn3c2c1	30	-41	-5	92*	26	-25	20	0	3
Cc1ccc(NC(=O)c2cc(NC(=O)c3ccccc3C(=O)O)ccc2N2CCCCC2)cc1	-3	14	-5	1	4.5	-2	7	2	-10
Cc1c(C(=O)c2ccccc2)c(=O)n(C)c(=O)n1C	-12	4	2	4	-0.3	-22	-1	-5	-16
Cn1cccc1/C=N/NC(=O)c1cccnc1	-25	-10	-3[fluorescence artefact?]	-1	0.4	4	-1	-57	-20
C=CCn1cnc2scc(-c3ccc(C)c(C)c3)c2c1=O	-15	19	-9	0	12	-6	-1	0	-14
c1ccc(-c2cn(-c3ccccc3)c3ncnc(N4CCCCC4)c23)cc1	-3	18	4	0	0.3	-1	-1	4	-3
Cc1cc(C)nc(SCc2nc(N)nc(-c3ccccc3O)n2)n1	-12	1	-1	2	0.1	-12	-2	-4	-6
O=[N+]([O-])c1c(NCCO)cc(N2CCN(Cc3ccc4c(c3)OCO4)CC2)c2nonc12	-24	0	5	-11	1.1	-20	-3	-17	-5
CCn1c(-c2ccccc2)csc1=Nc1ccc(O)cc1	-4	11	-5	3	0.4	-8	6	-8	2
COC(=O)c1ccc2c(=O)n(NC(C)=O)c(=S)[nH]c2c1	1	-2	-11[fluorescence artefact?]	2	-0.5	-6	-1	2	-5
CNS(=O)(=O)c1cc(C(=O)NCc2ccco2)ccc1Cl	-25	0	-4	4	0.1	-4	-1	19	-9
CCc1ccccc1-n1c(SCC(=O)Nc2ccc3c(c2)OCCO3)nc2[nH]ncc2c1=O	-17	-3	-2	5	-0.4	-28	0	-4	-7
O=C(Cn1cnc2cc([N+](=O)[O-])ccc2c1=O)NCCc1ccc(Cl)cc1	-12	-11	-8	4	2.8	-12	2	-5	-15
CCCC(=O)N(c1ccc(OCC)cc1)C1C=CS(=O)(=O)C1 (centres undefined)	-8	0	-5	2	1.1	-18	0	2	-12
CCOC(=O)c1cccnc1NC(=O)c1ccncc1	6	1	19[fluorescence artefact?]	2	-0.2	-13	1	-4	3
Cn1c(-[n+]2c(-c3ccccc3)cc(-c3ccccc3)cc2-c2ccccc2)nc2c([N+](=O)[O-])cccc21	-23	3	31	10	.	-3	-1	-75	-1
Cc1cc(C)c(NC(=O)CSc2ccc(-c3cccnc3)nn2)c(C)c1	-11	13	-9	-3	1.5	-7	1	1	-6
O=C(COc1ccccc1)NC(=S)Nc1cccc(NC(=O)c2ccccc2Cl)c1	-17	2	7	-1	1.3	-4	2	-2	-4
CCN(CC(=O)NCc1ccc(F)cc1)Cc1nc2ccccc2c(=O)[nH]1	-7	1	-2	-5	-0.3	-12	2	2	-77
O=C1CNC(=O)/C1=C\c1ccc(O)cc1	-59	3	6	-3	0.7	-20	-5	6	-11
COc1ccc(CNC(=O)CCSCc2ccccc2Cl)c(OC)c1	-6	2	-4	2	0.7	-15	1	2	-2
CCCc1cc(=O)n2[nH]c(-c3ccc(C)cc3)cc2n1	-9	-4	-2	0	5.9	-22	1	-1	12
O=C(c1ccccc1)N(Cc1ccc(F)cc1)C1CCS(=O)(=O)C1 (centres undefined)	0	3	9	1	-0.1	-15	-2	3	-7
CCOCCn1c(CN2CCN(c3ccc(F)cc3)CC2)nc2c1c(=O)n(C)c(=O)n2C	33	1	-3	-4	0.5	-15	-3	-8	0
CCOc1ccc(-n2c(O)c(/C=N/NC(=O)C3COc4ccccc4O3)c3ccccc3c2=O)cc1 (centres undefined)	-21	7	4[fluorescence artefact?]	59	0.3	-11	23	1	-22
